Bcl-2 Bim block = disrupts Bim peptide binding to human Bcl-2 | P10415 | Bead-based flow cytometry, Bim peptide-Bcl-2 binding | inhibition, % at 10 µM | 0.06% of 190,000 active; in the data active means inhibition above about 40%; inconclusive means no clear call, values can overlap the other calls;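 further: 0% = no compound wells with probe peptide and 100% = reference peptide inhibitor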
Cdc42 wt GTP = modulators (inhibitors or activators) of GTP binding to human Cdc42 wildtype; 0.2% of 190,000 active; percent activity (GTP binding), % at 10 µM; P60953; GST-Cdc42 beads, Bodipy-GTP binding, flow cytometry; actives lie on both sides;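 active means percent activity GTP binding at least 20 points away from the 100% baseline, either down as inhibitor or up as activator; inconclusive means compound flagged as likely green fluorescent from well-wide comparison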;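 further: median bead fluorescence of bound Bodipy-FL-GTP at 100 nM; 0% = excess unlabeled GTP control and 100% = no compound control; below 100% means less GTP binding so inhibitor and above means activator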
Target sequence (P60953 whole entry, looked up): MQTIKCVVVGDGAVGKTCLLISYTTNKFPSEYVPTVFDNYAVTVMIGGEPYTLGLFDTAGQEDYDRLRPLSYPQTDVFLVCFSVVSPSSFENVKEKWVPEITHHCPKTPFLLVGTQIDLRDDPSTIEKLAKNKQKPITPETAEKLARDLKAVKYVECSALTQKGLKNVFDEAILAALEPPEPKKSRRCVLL
Rac1 wt GTP bind = human Rac1 wildtype GTP binding, inhibitors and activators; P63000; GST-Rac1 beads, fluorescent GTP binding, flow cytometry; actives lie on both sides; 0 = cold GTP competed, 100 = untreated; GTP binding activity (% of control), % at 10 µM; 0.27% of 190,000 active;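 active means GTP binding activity at least 20 points away from the 100% control level, either lower or higher; inconclusive means compound flagged as likely green fluorescent, judged across all proteins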
Bfl-1 Bim block = human Bim-Bfl-1 interaction inhibition. 0.12% of 190,000 active. Bead-based flow cytometry, Bim-Bfl-1 binding inhibition. Q16548. AID 1008. inhibition, % at 10 µM;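 further: 0% = wells without compound plus tracer and 100% = blocker peptide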
Bcl-XL Bim block = human Bim-Bcl-XL interaction inhibition. inhibition, % at 10 µM. Bim peptide-Bcl-XL binding, bead flow cytometry, fluorescence. Q07817. 0.04% of 190,000 active
Target sequence (Q07817 whole entry, looked up): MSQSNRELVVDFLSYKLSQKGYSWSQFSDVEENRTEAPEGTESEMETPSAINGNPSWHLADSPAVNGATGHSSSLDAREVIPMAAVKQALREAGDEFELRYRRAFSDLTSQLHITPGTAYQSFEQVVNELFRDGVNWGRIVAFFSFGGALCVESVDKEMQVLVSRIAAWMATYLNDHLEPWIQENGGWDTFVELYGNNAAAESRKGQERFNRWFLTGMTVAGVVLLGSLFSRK
Rac1 act GTP bind = modulators of GTP binding to human Rac1 activated mutant | GST-Rac1 activated beads, fluorescent GTP binding, flow cytometry; actives lie on both sides; 100% means binding = to untreated wells | percent activity (GTP binding), % at 10 µM | 0.11% of 190,000 active | P63000;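 active means GTP binding at least 20 percentage points away from the 100% baseline, in either direction, so actives lie on both sides; inconclusive means Compound likely fluorescent itself, or too few beads counted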
Rab7 wt GTP bind = dog Rab7 wildtype GTP binding, inhibitors and activators. GST-Rab7 beads, fluorescent GTP binding, flow cytometry; actives lie on both sides; untreated = 100%, excess cold GTP = 0%. GTP binding activity (percent of control), % at 10 µM. 0.055% of 190,000 active;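 active means fluorescent GTP binding to Rab7 beads changed by at least 20 points from the 100% baseline, either direction, mostly lower; inconclusive means compound itself probably fluorescent, or too few beads counted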;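 further: median green fluorescence of bound Bodipy-FL-GTP per Rab7 bead population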
Bim-Bcl-W = human Bim-Bcl-W interaction inhibition | Q92843 | bead-based flow cytometry, Bim peptide-Bcl-W binding | inhibition, % at 10 µM | 0.02% of 190,000 active;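 further: 0% = bound tracer without compound and 100% = peptide blocker; higher means less fluorescent Bim peptide bound to Bcl-W beads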
Target sequence (Q92843 whole entry, looked up): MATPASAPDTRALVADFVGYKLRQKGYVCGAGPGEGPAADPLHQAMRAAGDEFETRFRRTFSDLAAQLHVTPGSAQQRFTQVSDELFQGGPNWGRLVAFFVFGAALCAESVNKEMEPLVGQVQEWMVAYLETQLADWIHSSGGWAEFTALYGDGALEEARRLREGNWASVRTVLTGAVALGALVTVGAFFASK
Bcl-B Bim block = disrupts Bim peptide binding to human Bcl-B; AID 951; 0.073% of 190,000 active; Q9HD36; inhibition, % at 10 µM; bead-based flow cytometry;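 further: 0% = tracer peptide without compound and 100% = reference inhibitor peptide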
Target sequence (Q9HD36 whole entry, looked up): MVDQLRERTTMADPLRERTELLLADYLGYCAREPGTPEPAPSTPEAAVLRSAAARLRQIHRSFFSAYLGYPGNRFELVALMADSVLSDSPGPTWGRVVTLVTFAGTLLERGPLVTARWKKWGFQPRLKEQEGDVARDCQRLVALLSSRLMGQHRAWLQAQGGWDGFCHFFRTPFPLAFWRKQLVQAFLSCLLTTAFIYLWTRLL
HRas wt GTP bind = human HRas wildtype GTP binding, change in either direction. P01112. GST-Ras wt beads, Bodipy-FL-GTP binding, flow cytometry; actives lie on both sides. GTP binding activity, % at 10 µM. 0.14% of 190,000 active;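 active means GTP binding activity at least 20% away from the 100% baseline, either lowered as inhibitor or raised as activator; inconclusive means flagged as likely green fluorescent, judged across all proteins in the well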;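 further: 0% = unlabeled GTP competition control and 100% = no-compound control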
Target sequence (P01112 whole entry, looked up): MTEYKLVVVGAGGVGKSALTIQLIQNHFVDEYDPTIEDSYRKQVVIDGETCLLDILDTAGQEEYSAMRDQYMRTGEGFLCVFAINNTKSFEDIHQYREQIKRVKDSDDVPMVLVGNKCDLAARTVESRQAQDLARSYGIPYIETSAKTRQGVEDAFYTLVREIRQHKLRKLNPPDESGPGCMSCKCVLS
Rab2A wt mod = changes GTP binding to wildtype dog Rab2A, up or down | 0.19% of 190,000 active | GTP binding activity, % at 10 µM | GST-Rab2 wt beads, Bodipy-GTP binding, flow cytometry;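 active means GTP binding activity at least 20 points away from 100%, either lowered or raised; inconclusive means signal likely due to the compound's own green fluorescence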;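 further: 0% = beads with excess unlabeled GTP and 100% = no-compound control corrected for plate trend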
* marks the source's active call; other numbers are inactive results; ? = inconclusive. Unless noted, no stated cut-off is given here; in the data, active means inhibition above about 40%.

SMILES	Bcl-2 Bim block	Cdc42 wt GTP	Rac1 wt GTP bind	Bfl-1 Bim block	Bcl-XL Bim block	Rac1 act GTP bind	Rab7 wt GTP bind	Bim-Bcl-W	Bcl-B Bim block	HRas wt GTP bind	Rab2A wt mod
CC(C)(C)c1ccc(Cn2cnc(-c3ccc([N+](=O)[O-])cc3)c2)cc1	5	101	102	3	0	102	103	4	1	102	99
CCn1c(C)nc([N+](=O)[O-])c1C(=O)O	-2	95	97	-4	0	93	96	2	0	97	95
COc1ccc(N2CCN(Cc3nc(N)nc(N4CCCc5ccccc54)n3)CC2)cc1	-6	86	87	-10	1	87	91	2	-8	91	89
CC1CCCCC1NC(=O)COC(=O)c1ccc(S(=O)(=O)N2CCOCC2)cc1 (stereo not given)	0	98	103	2	2	97	98	0	0	97	99
O=C(NC1CCCCC1)c1ccc(CNc2c(N3CCOCC3)c(=O)c2=O)cc1	-9	97	97	-9	-2	95	100	-1	-6	97	98
Cn1c(SCC(=O)NCCc2ccccc2)nc2c([nH]c3ccccc32)c1=O	-1	93	96	-4	0	93	102	-1	-4	94	97
COc1ccc(C(=O)CCC(=O)Nc2cccnc2)cc1	-6	95	98	-5	-15	95	105	-11	-6	100	96
CN(c1ccccc1)S(=O)(=O)c1cccc(NC(=O)Nc2ccc(Cl)cc2C#N)c1	0	100	102	0	-1	99	99	-2	0	100	99
CC(c1ccccc1)C1CC(=O)N(Cc2ccccc2)C1=O (stereo not given)	0	97	98	-4	-2	96	96	-2	-3	95	98
CCn1c(SCC(=O)Nc2oc(-c3ccccc3)c(-c3ccccc3)c2C#N)nnc1-c1ccco1	2	98	99	0	1	96	103	0	-1	99	99
NNC(=O)/C=C/c1ccc(Cl)cc1Cl	-1	94	100	0	0	93	98	0	-4	95	98
O=C(Cn1cnc2ccccc2c1=O)Nc1cccc(-c2nnc3n2CCCCC3)c1	-1	106	106	0	-4	102	98	-1	-2	103	99
CC(C)c1ccc(NC(=O)Nc2cc3sccc3n2C)cc1	1	96	98	-4	-1	94	95	-5	-3	96	98
O=C(NCc1ccccc1)c1ccc(S(=O)(=O)C(F)F)cc1	0	102	105	-1	-1	101	102	-3	-2	102	101
CCOC(=O)Cn1c(-c2cccnc2Cl)nc2ccccc21	0	101	103	-2	0	99	101	-1	-1	102	104
CN1CCN(c2ccc([N+](=O)[O-])cc2C(=O)c2ccc(Cl)cc2)CC1	-9	97	93	-14	-10	92	99	0	-13	97	96
COc1cc(NS(=O)(=O)c2ccc3c(c2)n(C)c(=O)n3C)cc(OC)c1	1	101	104	0	-4	98	97	-7	14	101	102
NC(=O)CSc1nnc(-c2ccncc2)n1-c1ccc(Cl)cc1	2	103	102	7	8	100	102	6	2	98	101
CN(C)S(=O)(=O)c1cc(NC(=O)CSc2nn(-c3ccc(Cl)cc3)c(=S)s2)ccc1Cl	-4	96	104	-2	-6	99	96	-3	-6	100	96
CCCCn1c(-c2cccs2)nc2nc3ccccc3nc21	0	99	94	0	0	92	93	0	-8	96	92
COc1ccc(CCNC(=O)CN2C(=O)c3ccccc3S2(=O)=O)cc1OC	-8	101	100	-11	-15	99	102	-1	-10	99	101
CC1CN(c2nc3c(c(=O)n(Cc4ccc(Cl)c(Cl)c4)c(=O)n3C)n2C)CC(C)O1 (stereo not given)	5	?	?	7	0	?	?	2	0	?	?
CC(C)(C)C1CCC(=NNC(=O)c2ccccc2-n2cccc2)CC1 (stereo not given)	4	103	102	-1	-2	98	99	0	-3	99	96
COc1ccc([N+](=O)[O-])cc1/C=N/NC(=O)CNC(=O)C(c1ccccc1)c1ccccc1	-13	98	103	-6	-6	99	98	-4	-5	98	97
Nc1nc(-c2ccc(Br)cc2)cs1	0	103	105	1	0	102	98	-2	-4	101	99
O=C(N/N=C/c1ccco1)c1ccccc1OCc1ccccc1Cl	1	94	95	4	-6	96	98	-2	-2	97	95
O=C(c1ccccc1)N(Cc1nc2ccccc2c(=O)[nH]1)C1CCCCC1	-2	92	94	-5	0	92	99	2	-5	93	95
C(#Cc1ccccc1)C[N+]1(CC#Cc2ccccc2)CCCCC1	2	96	101	-8	0	98	107	0	-4	99	101
Cc1cc(N2CCCCC2)nc(N2CCCCC2)n1	1	95	94	4	-1	93	100	-2	0	95	96
CCCOc1nc(C)cc(COC)c1C(N)=O	-1	96	98	-5	-4	97	105	-2	-5	97	97
O=c1[nH]c(CN2CCc3ccccc32)nc2scc(-c3cccs3)c12	-9	107	110	-11	-5	102	103	1	-6	105	101
COc1cccc(-n2nnnc2SCC(=O)NC2CCCC2)c1	0	103	103	0	3	101	99	0	1	101	100
COc1cc(NC(=O)c2cc(C)on2)cc(OC)c1OC	-12	98	99	-14	-8	96	101	-3	-10	99	99
Cc1ccc(C)c(NC(=O)C(Sc2nc3ccccc3c(=O)n2CC(C)C)c2ccccc2)c1 (stereo not given)	-5	98	104	-5	-19	101	102	-17	-19	100	98
CC1Cc2nc(SCC(=O)N3CCN(c4ccccc4)CC3)n(C)c(=O)c2S1 (stereo not given)	-6	105	108	-7	-3	100	102	3	-6	103	104
CSc1ccccc1C(=O)N(C)Cc1ccccc1	-1	99	94	-3	1	96	95	0	0	97	94
CCN(CC)C(=S)NC(=O)c1ccc(F)cc1	-1	100	97	-2	-2	92	107	-1	-5	96	101
CCN(CC)CCCNC(=O)Cc1c(C(=O)O)n(C)c2ccccc12	-4	95	97	-4	-5	98	96	-4	-3	97	97
CCC(C)C(NC(=O)C1CCC(C)CC1)C(=O)NCCCN1CCCCC1CC (stereo not given)	0	100	100	-3	0	97	104	-1	-3	102	103
O=C(NCCc1ccccc1)c1cccs1	-10	102	102	-13	-4	99	100	-1	-9	100	100
COc1ccc(-c2cc(C(N)=O)nc(N3CCCCCC3)n2)cc1	0	100	102	-1	0	100	101	0	0	101	103
CCc1ccc(/C=C2\Oc3ccc(C(=O)OC)cc3C2=O)cc1	3	102	103	-1	-3	96	106	-2	-2	101	98
Cc1cccc(NC(=O)NC(=S)NC(=O)c2ccccc2)c1	-12	100	103	-4	-5	96	100	-1	-4	99	98
CCc1ccccc1NC(=O)CSc1nnc(-c2ccncc2)o1	-4	99	103	-4	-6	97	103	-2	-3	99	99
O=c1c2c3c(sc2nc2n1CCCC2)CCC3	-2	105	104	-9	-6	100	102	0	-2	103	99
CC1(C)NC(=O)N(CCOc2ccc3c(c2)CCC3)C1=O	-5	99	102	-8	-1	97	99	0	-2	100	99
CCOc1ccc(N(CC(=O)NC2CCCC2)S(=O)(=O)c2c(C)[nH]c(=O)[nH]c2=O)cc1	-8	101	99	-12	-3	98	96	1	-6	97	96
Cc1cccc(C)c1NC(=O)Cn1c(CN2CCCCC2)nc2ccccc2c1=O	6	100	98	-1	-5	96	94	-4	-5	98	99
COc1ccc(NC(=O)CC2SC(=O)NC2=O)cc1 (stereo not given)	-1	90	86	-4	-4	91	88	-6	-3	92	92
CC(=O)c1ccc(COC(=O)c2ccccc2NC(=O)C(C)C)cc1	-3	98	99	-2	0	96	103	2	-1	100	99
Cc1ccc(N/N=C2\CC(=O)c3ccccc32)cc1Cl	6	94	96	5	0	95	102	1	-8	95	96
C=COC(=O)CSc1snc(SCC(=O)OC)c1C#N	-5	103	106	-8	-3	101	102	0	-5	104	103
NS(=O)(=O)c1ccc(N=Nc2c(-c3ccccc3)[nH]n(-c3nc(-c4ccccc4)cs3)c2=O)cc1	-6	99	96	-10	-4	95	96	-3	-8	95	93
CC(C)(C)c1ccc(S(=O)(=O)NCc2ccc(C(=O)N3CCOCC3)cc2)cc1	-4	101	99	-11	-5	99	97	1	-3	101	99
Cc1ccc(NC(=O)Cc2c(Cl)cccc2Cl)cc1S(=O)(=O)N(C)C	-1	98	100	1	-1	100	96	0	-4	101	98
O=C(Nc1ccc([N+](=O)[O-])cc1)c1ccc(Cn2cc([N+](=O)[O-])cn2)cc1	0	101	98	3	0	95	91	0	1	96	98
O=C(COc1ccc(S(=O)(=O)N2CCCCC2)cc1)NC1CCCCC1	-3	106	110	-10	0	100	104	1	-6	102	103
O=C(NCc1ccccc1)C1=C[C@H](c2ccc(C(F)(F)F)cc2)C[C@H](OCc2ccc(CO)cc2)O1	-3	95	94	-7	0	93	96	0	0	95	96
CCNC(=O)c1cc(Br)ccc1Cl	0	103	108	0	0	100	106	1	-1	104	104
CCOC(=O)C1(CCc2ccccc2)CCN(C(=O)CCc2cnccn2)CC1	-2	97	96	-4	-2	94	97	-3	0	94	95
Further structures follow:
SMILES	Bcl-2 Bim block	Cdc42 wt GTP	Rac1 wt GTP bind	Bfl-1 Bim block	Bcl-XL Bim block	Rac1 act GTP bind	Rab7 wt GTP bind	Bim-Bcl-W	Bcl-B Bim block	HRas wt GTP bind	Rab2A wt mod
O=C1CN(C(=O)CSc2nc(-c3ccc(Cl)cc3)cs2)c2ccccc2N1	-8	100	105	-2	-5	96	100	-5	-7	100	99
COc1cccc2c(=O)n(CC(=O)N3CCCCCC3)ccc12	-10	103	103	-9	-3	101	101	0	-7	102	100
O=C(/C=C/c1cccs1)c1ccc(NC(=O)c2ccccc2F)cc1	-7	101	109	-9	-5	96	99	-4	-8	97	98
COc1ccc(N(CC(=O)Nc2cccc(C(F)(F)F)c2)S(C)(=O)=O)cc1	8	100	105	-5	0	100	103	-3	-8	101	100
CC(C)NC(=O)c1cc(=O)n(C)c(=O)n1C	-3	99	101	-9	-9	97	99	1	-3	100	98
O=C(NC(=S)NNC(=O)c1ccccc1O)c1ccco1	-7	100	98	4	-8	96	97	-4	-10	96	96
COc1ccc(C(=O)Nc2cccc(-c3cnc4ccccc4n3)c2)cc1	-3	102	101	0	0	96	105	-1	0	101	102
COc1ccc(OC)c(NC(=O)C2CCN(Cc3cnn(-c4ccccc4)c3-n3cccc3)CC2)c1	-7	97	98	-1	-6	97	96	-1	-4	97	99
Cc1ccc(C(=O)OCC(=O)Nc2nc(-c3ccccc3)cs2)cc1NC(=O)c1ccco1	0	89	91	5	4	92	98	8	2	93	98
C/C(=N\NC(=S)Nc1ccc(F)cc1)C1CC1	-7	96	95	0	-5	95	100	-1	-2	99	100
N#CCCN(Cc1cccnc1)C(=O)Nc1cccc(Cl)c1	-6	104	107	-8	-10	99	102	1	-2	102	101
COCCNC(=O)C(c1cccs1)N(C(=O)Cn1nnc2ccccc21)c1ccc2c(c1)OCO2 (stereo not given)	-1	103	103	-1	0	99	98	1	0	101	103
COc1cccc(CN2CCN(c3ccc(F)cc3)C2=O)c1	2	100	101	3	3	98	96	1	3	99	98

Sorted by molecular weight (rising): 3 of the compounds above
SMILES	Bcl-2 Bim block	Cdc42 wt GTP	Rac1 wt GTP bind	Bfl-1 Bim block	Bcl-XL Bim block	Rac1 act GTP bind	Rab7 wt GTP bind	Bim-Bcl-W	Bcl-B Bim block	HRas wt GTP bind	Rab2A wt mod
Cc1cc(N2CCCCC2)nc(N2CCCCC2)n1	1	95	94	4	-1	93	100	-2	0	95	96
O=C(NC(=S)NNC(=O)c1ccccc1O)c1ccco1	-7	100	98	4	-8	96	97	-4	-10	96	96
COc1cccc(-n2nnnc2SCC(=O)NC2CCCC2)c1	0	103	103	0	3	101	99	0	1	101	100

Source: PubChem BioAssay (NMMLSC)
